HIF-2a block = blocks HIF-2a reporter activity; 786-0 RCC cells HIF-2a reporter, luciferase luminescence, overnight; inhibition, % at 18.8 µM; 360,000 tested, 0.72% active;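 active means inhibition of the luminescence signal of 40% or more relative to plate controls, in a single-dose primary screen at 18.75 µM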
NR2E3 ag-1 = NR2E3 (human) agonism; Q9Y5X4; GST-NR2E3/biotin-RetCOR TR-FRET, 1536-well; inhibition of corepressor binding, % at 4.78 µM; 320,000 tested, 0.12% active; AID 2300;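 active means percent inhibition above the cutoff of mean plus 3 SD of all tested compounds, set per screening campaign, cut at about 20% in these data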;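 further: 0% = DMSO wells and 100% = biotin wells as full block of FRET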
Target sequence (Q9Y5X4 whole entry, looked up): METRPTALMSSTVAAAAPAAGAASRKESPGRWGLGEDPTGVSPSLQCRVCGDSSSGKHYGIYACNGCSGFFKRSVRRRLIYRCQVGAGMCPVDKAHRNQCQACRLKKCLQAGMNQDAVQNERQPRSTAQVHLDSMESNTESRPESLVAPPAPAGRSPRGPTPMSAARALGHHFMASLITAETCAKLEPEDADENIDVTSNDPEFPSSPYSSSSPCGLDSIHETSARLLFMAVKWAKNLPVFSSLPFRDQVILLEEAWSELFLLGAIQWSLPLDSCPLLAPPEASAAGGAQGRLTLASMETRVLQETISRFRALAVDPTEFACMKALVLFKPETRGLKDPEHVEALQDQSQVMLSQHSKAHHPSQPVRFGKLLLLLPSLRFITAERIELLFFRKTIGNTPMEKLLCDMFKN
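System: GST-tagged NR2E3 plus biotinylated RetCOR corepressor; Buffer or medium: pH 7.5 Tris-based buffer; Probe or stimulus: RetCOR corepressor, biotinylated, 7 nM; Doses: compound at 4.8 µM, single dose; Schedule: 5 h incubation at 4 °C; Technique: time-resolved FRET; Evaluation: percent inhibition of TR-FRET ratio; Replication: one well per compound, singlicate testing.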
MITF TRPM1 inh = inhibitors of MITF-driven TRPM1 promoter in melanoma cells | inhibition, % at 12.5 µM | SK-MEL-5 TRPM1 promoter luciferase, 24 h | 330,000 tested, 0.83% active;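 active means mean inhibition across replicates of 60% or more, whatever share of single replicates reaches that level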; further: values of inactives mirror those of a sister screen read the other way
CF NFkB inh = blocks PAF-induced NF-kB reporter in cystic fibrosis cells; KKLEB NF-kB-GFP reporter, GFP fluorescence overnight; inhibition, % at 5 µM; 360,000 tested, 0.86% active; AID 588850;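 active means at least 50% inhibition at 5 µM, scaled per plate between neutral and stimulator controls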;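 further: PAF is a Pseudomonas aeruginosa culture filtrate used as stimulus; plate controls were PAF-stimulated DMSO wells for no effect and unstimulated DMSO wells for full effect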
TRAIL sens C8 = sensitizes caspase-8 expressing cells to TRAIL; NB7+C8 cells + TRAIL, ATPlite viability luminescence; inhibition (viability loss, TRAIL sensitization), % at 10 µM; 360,000 tested, 1% active; AID 624354;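 active means compounds causing at least 50% loss of cell viability in the single-dose screen, relative to plate controls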
hiPSC survival = enhancers of human iPSC single-cell survival; survival enhancement, % at 20 µM; 360,000 tested, 0.044% active; hiPSC single-cell survival, ATPlite luminescence; 100% = ROCK inhibitor wells, 0% = DMSO; AID 602274; in the data active means survival enhancement above about 18%;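 further: cells exposed to compounds for 16 hours before the ATP read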
Peg3 promoter = reduces Peg3 promoter-driven luciferase expression in HeLa; HeLa PEG-Prom luciferase reporter, luminescence, overnight; inhibition, % at 20 µM; 360,000 tested, 1.7% active;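 active means inhibition of at least 50% at 20 µM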
KKLEB cytotox = counter-screen for CF NF-kB inhibitors: cytotoxicity; KKLEB CF airway cells viability, ATPlite luminescence, overnight; hits give low values; cells stimulated with P. aeruginosa culture filtrate; activity change (cytotoxicity), % at 5 µM; 360,000 tested, 0.36% active;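 active means corrected activity change at or below -50% at 5 µM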
Shn3 inh set2 = Schnurri-3 reporter inhibition in Clone20 osteoblasts; inhibition, % at 12.5 µM; Clone20 osteoblast Shn3 3'UTR firefly luciferase, 24 h; 360,000 tested, 0.52% active; AID 588674;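 active means mean inhibition of at least 75% with every replicate also reaching 75%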;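 further: 0% = median of neutral control wells and 100% = pilot-screen positive control compound; some compounds past the cut are filed as inactive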
LMP1 NFkB inh = reduces LMP1-driven NF-kappaB luciferase signal; LMP1-induced NF-kappaB luciferase reporter cells, luminescence; inhibition, % at 12.5 µM; 350,000 tested, 0.69% active; AID 504558; in the data active means inhibition above about 41%;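 further: 0% = neutral control wells and 100% = reference inhibitor control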
NR2E3 ag-2 = agonists of human NR2E3 nuclear receptor; 360,000 tested, 0.35% active; CHO-S Gal4-NCOR/VP16-NR2E3 two-hybrid, luciferase; Q9Y5X4; inhibition of corepressor binding, % at 3.98 µM; AID 602229;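 active means inhibition above the mean of all tested compounds plus 3 SD, cut at about 70% in these data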;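 further: 0% = DMSO with NR2E3 transfected cells and 100% = cells lacking NR2E3 construct; higher means lower luciferase signal from less NR2E3 corepressor binding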
* hit, by the source's call; . = not tested or not shown. The list is partial, so the mix of outcomes need not match the whole.

SMILES	HIF-2a block	NR2E3 ag-1	MITF TRPM1 inh	CF NFkB inh	TRAIL sens C8	hiPSC survival	Peg3 promoter	KKLEB cytotox	Shn3 inh set2	LMP1 NFkB inh	NR2E3 ag-2
Cc1cc(C)n2nc(CNS(=O)(=O)c3ccc(C)c(C)c3)nc2n1	7	-1	5	-4	-18	-1.9	-4	2	-49	6	2
CN1CCN(CCCNC(=O)c2ccc(/C=C3\Sc4ccccc4N(Cc4ccccc4F)C3=O)cc2)CC1	-5	.	-9	-7	27	0.0	74*	1	-2	-2	41
O=c1c2c3c(sc2ncn1-n1cccc1)CCCCC3	-121	4	-29	18	-6	1.0	-77	-33	-22	-34	-40
O=C(O)c1cccc(N/C(=N\S(=O)(=O)c2ccccc2)c2ccccc2)c1	14	1	7	0	2	1.1	16	-2	5	-7	-1
O=C(Cc1n[nH]c(=O)[nH]c1=O)N/N=C/c1ccccc1O	0	3	-16	14	-7	-1.8	7	6	-21	-1	-7
CC(=O)Nc1ccc(CN2CCN(C3CCCCC3)C(CCO)C2)cc1 (centres undefined)	11	2	-4	-16	4	-0.1	1	7	13	-1	-25
O=C(N/N=C/C(Br)=C/c1ccccc1)c1n[nH]c2c1CCC2	-16	-1	12	7	-6	1.8	13	-2	77	-7	-6
COc1cc(OC)nc(Oc2cc(C=O)ccc2OC)n1	7	-1	3	6	1	1.0	19	20	20	-1	-10
NC(=S)N/N=C/c1cccc(/C=N/NC(N)=S)c1	10	-2	3	-10	-7	0.6	11	-3	15	1	5
CCn1c(=O)c(C(=O)CN(C)CC(=O)Nc2ccccc2Br)c(N)n(Cc2ccccc2)c1=O	30	.	-4	10	14	0.8	30	-4	32	9	-3
CCN1C(=O)[C@@H]2[C@@H](c3ccc(SC4CCCCC4)c(OC)c3)N3CCCC[C@@]3(C(=O)OC)[C@@H]2C1=O	0	.	3	26	2	2.3	6	-6	11	8	2
COC(=O)c1ccc2c(c1)c(C#Cc1ccccc1)c(-c1ccccc1)n2C	-200	.	-76	-19	17	-1.6	-196	3	-84	-61	-8
Nc1ccn([C@@H]2O[C@H](C(=O)Nc3ccc(C(=O)N4CCCCC4)cc3)[C@@H](O)[C@H]2O)c(=O)n1	5	.	.	0	-7	0.3	9	-3	-9	.	-24
CCOC(=O)N/N=C1\CC(C)S(=O)(=O)c2ccc(Cl)cc21 (centres undefined)	13	1	1	-4	18	1.4	2	2	3	-5	-7
CC(C)(C)c1cc(C(=O)Nc2cccnc2)cc(C(=O)Nc2cccnc2)c1	-16	1	15	22	17	-0.6	-1	-6	7	19	-8
O=C(NCCCl)c1ccc(OCc2ccccc2)cc1Cl	-40	3	-32	-4	1	0.6	-154	-2	-8	-11	-32
O=S(=O)(c1cccs1)N1CCN(c2cccc(Cl)c2)CC1	8	3	2	1	3	0.5	7	2	9	-9	17
CC(C)(CO)NC(=O)c1ccc2nc(Cc3cccc(Cl)c3)oc2c1	-213	1	-75	0	9	0.9	-125	1	-116	-12	-63
COCCN(C(=O)COC(=O)/C=C/c1ccc(Cl)c(Cl)c1)c1c(N)n(Cc2ccccc2)c(=O)[nH]c1=O	12	.	12	-5	12	-0.5	5	2	12	11	-17
O=C(CSc1nncn1-c1ccccc1)Nc1cc(Cl)cc(Cl)c1	-6	-3	-1	6	8	-1.8	8	-8	-16	-5	-8
O=C(Nn1cnnc1)c1cc(-c2ccccn2)nc2ccccc12	9	1	19	-6	3	-4.0	17	-28	-22	2	-24
COc1ccccc1COCC(O)CNCCc1ccc(C(F)(F)F)cc1 (centres undefined)	9	1	-9	1	3	-0.1	-12	-18	-2	3	-13
O=C(Cc1c(Cl)cccc1Cl)NC1CC1	2	0	10	-11	-14	0.3	-17	7	3	1	-12
CCN(c1ccccc1)S(=O)(=O)c1ccc2[nH]cc(C(=O)N3CCOCC3)c(=O)c2c1	21	2	-9	0	10	9.0	-4	4	-20	-3	7
Cc1cccc(N2CCN(C(=O)c3cccc(N4C(=O)C5C6C=CC(C6)C5C4=O)c3)CC2C)c1 (centres undefined)	15	-2	4	1	16	-0.2	42	4	0	7	-12

Some of these compounds in order of their number in NR2E3 ag-1, highest first.
mol | HIF-2a block | NR2E3 ag-1 | MITF TRPM1 inh | CF NFkB inh | Peg3 promoter | Shn3 inh set2 | LMP1 NFkB inh | NR2E3 ag-2
O=S(=O)(c1cccs1)N1CCN(c2cccc(Cl)c2)CC1 | 8 | 3 | 2 | 1 | 7 | 9 | -9 | 17
O=C(O)c1cccc(N/C(=N\S(=O)(=O)c2ccccc2)c2ccccc2)c1 | 14 | 1 | 7 | 0 | 16 | 5 | -7 | -1
Cc1cc(C)n2nc(CNS(=O)(=O)c3ccc(C)c(C)c3)nc2n1 | 7 | -1 | 5 | -4 | -4 | -49 | 6 | 2

Carrying on:
SMILES	HIF-2a block	NR2E3 ag-1	MITF TRPM1 inh	CF NFkB inh	TRAIL sens C8	hiPSC survival	Peg3 promoter	KKLEB cytotox	Shn3 inh set2	LMP1 NFkB inh	NR2E3 ag-2
CCn1cc(/C=C(\NC(=O)c2ccccc2)C(=O)NCCN2CCOCC2)c2ccccc21	18	.	.	6	-15	4.1	6	-6	-11	-10	8
CSc1ccc(Cl)c(C(=O)OCC(=O)NCC(C)C)c1	21	2	12	-4	-9	0.3	5	7	-7	-3	-8
Cn1c2c(c(=O)n(C)c1=O)C1(C(=O)Nc3ccccc31)C(C#N)=C(N)O2 (centres undefined)	-12	1	-13	3	8	-2.4	10	-10	-28	-2	-12
CN(Cc1ccco1)C(=O)CN1C(=O)NC2(CCCCC2)C1=O	6	-1	4	14	-1	0.3	0	1	2	1	-9
CC12CCC(=O)C=C1CCC1C2C(O)CC2(C)C1CCC2(O)C(=O)COC(=O)CCC1CCCC1 (centres undefined)	32	.	.	53*	8	-1.5	-9	10	0	.	7
Cc1ccc(C(C)C)c(OCCn2ccnc2C)c1	8	-2	8	-25	1	-0.7	7	-4	8	8	-34
CC1CCN(c2ccccc2NC(=O)c2cc3ccccc3o2)CC1	12	-3	35	-15	8	0.5	-6	0	1	-7	4
CCCOc1ccc(C2C(=O)N(C3CCCCC3)CC(=O)N2CCCOCC)cc1OC (centres undefined)	19	2	8	6	5	-1.3	18	-1	4	9	9
CC1N=C2c3ccccc3N=C(SCc3cc(=O)n4cc(Cl)ccc4n3)N2C1=O (centres undefined)	10	-3	-6	2	39	-3.0	11	-4	-9	1	12
O=C(NCc1ccc(Cl)cc1)[C@@H]1CCCN1S(=O)(=O)c1ccc(Cl)cc1	-12	.	4	-10	-7	4.0	12	-18	19	-5	-5
COc1ccc(NC(=O)C2Cc3c(-c4cccc(C(C)=O)c4)ccnc3O2)cc1 (centres undefined)	-9	.	.	19	18	2.1	-6	-15	-7	.	3
CCN(CC)CCN(Cc1cc2cc(C)cc(C)c2[nH]c1=O)C(=S)NCc1ccco1	6	3	-1	12	-13	-2.0	-9	4	2	-11	18
C[C@H](CO)N1C[C@H](C)[C@@H](CN(C)S(=O)(=O)c2ccc(F)cc2)Oc2ccc(NS(=O)(=O)c3cccs3)cc2C1=O	14	.	0	-17	11	-3.7	7	-6	9	1	-4
CC(C)CCOc1ccc(/C=N/N2C(=O)CSC2=S)cc1	9	1	-22	-7	-2	-0.1	-14	1	-8	2	-34
O=S(=O)(c1cccc(-c2nnc(SC(F)F)n2-c2ccccc2)c1)N1CCCCC1	4	-3	4	-11	8	-1.1	15	7	14	-2	-18
O=C(/C=C/c1cccc(OCc2ccccc2)c1)c1cccnc1	0	-1	-7	1	3	-1.5	14	11	-1	3	-25
COCCN(C(=O)COC(=O)c1cccnc1SC)c1c(N)n(Cc2ccccc2)c(=O)[nH]c1=O	11	-1	-3	-21	-5	0.2	-3	9	-8	-6	7
Cc1nc(CC(=O)c2c(C)cc(O)cc2O)cs1	2	1	4	25	-9	-3.1	5	-14	23	-4	7
CN(Cc1c(F)cccc1Cl)C(=O)CCc1c[nH]c2ccccc12	-77	-1	-1	1	5	1.3	-19	-8	14	0	-30
Cc1ccc(S(=O)(=O)N2CCN(C(=O)c3ccc4ccccc4n3)CC2)c(C)c1	-179	1	-41	17	15	-1.2	-245	-16	-46	-25	-48
COc1cccc(-c2cc(NC=O)c3ncc(-c4ccc(OC)c(OC)c4)n3c2)c1	-75	.	.	34	10	3.3	49	-22	14	.	0
CCn1c(SCC(=O)Nc2oc(-c3ccccc3)c(-c3ccccc3)c2C#N)nnc1-c1ccncc1	17	2	3	-26	-7	0.1	5	-1	12	-4	-12
CC(C)(CC(=O)O)CC(=O)Nc1ccc2c(c1)ncn2CCc1ccccc1	15	-3	20	-17	3	-0.3	6	1	-13	5	-6
COc1ccccc1NC(=O)C(C)OC(=O)c1cc2ccccc2[nH]1 (centres undefined)	10	0	49	10	25	-0.3	34	-13	65	14	-22
Cc1cc(NCCCCO)n2c(nc3ccccc32)c1C#N	19	0	6	-35	-10	-0.7	11	2	-11	6	15
CN(C(=O)C1CCC1C(=O)O)c1nc(-c2ccc(Cl)s2)cs1 (centres undefined)	-47	-1	-3	-5	-11	-0.7	-41	0	-18	-5	-66

In the list so far, seven contain an aryl methoxy group.
SMILES	HIF-2a block	NR2E3 ag-1	MITF TRPM1 inh	CF NFkB inh	TRAIL sens C8	hiPSC survival	Peg3 promoter	KKLEB cytotox	Shn3 inh set2	LMP1 NFkB inh	NR2E3 ag-2
COc1cc(OC)nc(Oc2cc(C=O)ccc2OC)n1	7	-1	3	6	1	1.0	19	20	20	-1	-10
CCN1C(=O)[C@@H]2[C@@H](c3ccc(SC4CCCCC4)c(OC)c3)N3CCCC[C@@]3(C(=O)OC)[C@@H]2C1=O	0	.	3	26	2	2.3	6	-6	11	8	2
COc1ccccc1COCC(O)CNCCc1ccc(C(F)(F)F)cc1 (centres undefined)	9	1	-9	1	3	-0.1	-12	-18	-2	3	-13
CCCOc1ccc(C2C(=O)N(C3CCCCC3)CC(=O)N2CCCOCC)cc1OC (centres undefined)	19	2	8	6	5	-1.3	18	-1	4	9	9
COc1ccc(NC(=O)C2Cc3c(-c4cccc(C(C)=O)c4)ccnc3O2)cc1 (centres undefined)	-9	.	.	19	18	2.1	-6	-15	-7	.	3
COc1cccc(-c2cc(NC=O)c3ncc(-c4ccc(OC)c(OC)c4)n3c2)c1	-75	.	.	34	10	3.3	49	-22	14	.	0
COc1ccccc1NC(=O)C(C)OC(=O)c1cc2ccccc2[nH]1 (centres undefined)	10	0	49	10	25	-0.3	34	-13	65	14	-22

Assay outcomes deposited in PubChem by several laboratories.
